U2OS ROS induce: ROS inducers in U2OS cancer cells, primary screen, cell-based, H2DCF-DA fluorescence; U2OS ROS induction; ROS induction (% of piperlongumine), % at 10 µM; 46,000 tested, 2% active; in the data active = ROS induction above about 79%, passing the limit was not always enough; inconclusive = no clear call, values can overlap the other calls;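 note: 0% = DMSO vehicle median and 100% = reference compound median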
An asterisk follows results filed as active; ? = inconclusive. The list is partial; the hit share may differ from the screen's.

SMILES	U2OS ROS induce
C[C@@H]1CN([C@@H](C)CO)C(=O)Cc2cc(NC(=O)CCCCCC(=O)Nc3ccccc3N)ccc2O[C@@H]1CN(C)S(C)(=O)=O	12.7
COc1ccc(S(=O)(=O)Nc2ccc3c(c2)C(=O)N([C@@H](C)CO)C[C@H](C)[C@H](CN(C)C(=O)Nc2ccccc2)O3)cc1	13.4
O=C(CN1C(=O)CSC1=O)N1CCCC1	-12.2
Cc1noc(C)c1NC(=O)N(C)C[C@@H]1Oc2ccc(NC(=O)Cc3ccccc3)cc2CC(=O)N([C@H](C)CO)C[C@H]1C	4.4
Oc1ccc(Cn2nc(-c3ccc(O)cc3)c3ccccc32)cc1	-4.3
Cc1noc(C)c1NC(=O)Nc1ccc2c(c1)C(=O)N([C@H](C)CO)C[C@H](C)[C@@H](CN(C)Cc1ccc3c(c1)OCO3)O2	25.4
CCN(/C=C1\SC(=S)N(c2ccc(OC)cc2)C1=O)CC	4.5
COc1cccc2cc(C(=O)C3C(=O)C(=O)N(CCCN4CCOCC4)C3c3cccnc3)oc12 (configuration not stated)	-8.5
COCc1cc(C)nc2sc(C(N)=O)c(N)c12	10.2
O=C(CC(CC(=O)c1ccccc1)c1cccc2ccccc12)c1ccccc1	16.5
C[C@@H]1CN([C@@H](C)CO)C(=O)c2cccc(NS(=O)(=O)c3cn(C)cn3)c2O[C@@H]1CN(C)S(C)(=O)=O	-2.2
COc1ccc(NC(=O)Nc2ccc3c(c2)CC(=O)N([C@H](C)CO)C[C@@H](C)[C@@H](CN(C)S(=O)(=O)c2ccc(OC)cc2)O3)cc1	-2.3
C[C@@H]1CN([C@H](C)CO)C(=O)Cc2cc(NC(=O)Nc3cccc4ccccc34)ccc2O[C@@H]1CN(C)C(=O)Nc1ccc(F)cc1	-2.5
COc1ccc(NC(=O)CSc2nnnn2C)cc1Cl	-3.1
COc1ccc(CN(C)C[C@H]2Oc3ccc(NS(=O)(=O)c4c(C)noc4C)cc3C(=O)N([C@@H](C)CO)C[C@@H]2C)cc1	-2.4

Some of these compounds in order of number of heavy atoms, highest first:
SMILES	U2OS ROS induce
Cc1noc(C)c1NC(=O)Nc1ccc2c(c1)C(=O)N([C@H](C)CO)C[C@H](C)[C@@H](CN(C)Cc1ccc3c(c1)OCO3)O2	25.4
O=C(CC(CC(=O)c1ccccc1)c1cccc2ccccc12)c1ccccc1	16.5
Oc1ccc(Cn2nc(-c3ccc(O)cc3)c3ccccc32)cc1	-4.3

(listing goes on)
SMILES	U2OS ROS induce
CNC[C@@H]1Oc2ccc(NC(=O)Nc3ccc(OC)cc3)cc2CC(=O)N([C@H](C)CO)C[C@@H]1C	2.5
CCOC(=O)c1c(S(=O)(=O)NCc2ccccc2)c(-c2ccccc2)n(-c2ccccc2)c1C	11.7
N#Cc1c(C(F)(F)F)cc(-c2cccs2)nc1SCC(=O)Nc1sc2c(c1C#N)CCC2	12.8
CC(=O)O[C@]1(C(C)=O)CC[C@H]2[C@@H]3C=C(C)C4=CC(=O)CC[C@@H]4[C@H]3CC[C@@]21C	23.8
C[C@@H]1CN([C@H](C)CO)C(=O)c2cccc(NC(=O)C3CCCCC3)c2O[C@@H]1CN(C)S(=O)(=O)c1ccccc1	23.9
Cn1c(SCc2ccon2)nc2ccccc2c1=O	-3.1
Cc1onc(-c2c(Cl)cccc2Cl)c1C(=O)N(C)C	0.1
C[C@@H]1CCCCO[C@H](CN(C)Cc2ccccc2)[C@@H](C)CN([C@H](C)CO)C(=O)c2cc(NC(=O)c3ccccc3)ccc2O1	-4.3
COc1ccc(C(=O)Nc2ccc(C(O)(C(F)(F)F)C(F)(F)F)cc2)cc1	0.7
Cc1ccc(S(=O)(=O)N(C)C[C@H]2Oc3ccc(NC(=O)Nc4ccccc4)cc3C(=O)N([C@@H](C)CO)C[C@@H]2C)cc1	18.0
C[C@@H]1CN([C@H](C)CO)C(=O)c2cccc(NS(=O)(=O)c3ccccc3)c2O[C@@H]1CN(C)Cc1ccc(Cl)c(Cl)c1	26.6
Cc1ccc(S(=O)(=O)N(C)C[C@H]2Oc3ccc(NS(=O)(=O)c4ccccc4)cc3C(=O)N([C@H](C)CO)C[C@H]2C)cc1	2.5
CCC(C)(CC(=O)O)CC(=O)Nc1cc(C(F)(F)F)cc(C(F)(F)F)c1 (configuration not stated)	-3.1
Clc1ccc2c(c1)c(-c1ccccc1)nc1nncn12	18.3
CC(C)NC(=O)Nc1ccc2c(c1)C(=O)N([C@H](C)CO)C[C@@H](C)[C@@H](CN(C)S(C)(=O)=O)O2	-10.0
C[C@@H]1CN([C@H](C)CO)C(=O)Cc2cc(NS(=O)(=O)c3cccs3)ccc2O[C@@H]1CN(C)Cc1ccc(-c2ccccc2)cc1	49.7
Cc1noc(C)c1S(=O)(=O)Nc1ccc2c(c1)CC(=O)N([C@@H](C)CO)C[C@H](C)[C@@H](CN(C)Cc1ccc(Cl)c(Cl)c1)O2	44.0
O=C(CSc1nnnn1-c1ccccc1)Nc1ccc(F)c(Cl)c1	-7.3
O=C(Cc1ccccc1)c1ccc(Br)cc1	10.4
C=C1[C@@H](C2=CC(=O)OC2)CC[C@@]2(O)[C@@H]1CC1[C@H]2CC[C@@H]2C[C@@H](O[C@H]3O[C@@H](C)[C@@H](O[C@@H]4O[C@H](CO[C@@H]5O[C@H](CO)[C@@H](O)[C@H](O)[C@H]5O)[C@@H](O)[C@H](O)[C@H]4O)[C@H](OC)[C@H]3O)CC[C@]12C (some centres not stated)	2.8
O=C(N/N=C/c1ccc(C(F)(F)F)cc1)c1ccccc1O	-16.9
CC(C)NC(=O)N(C)C[C@H]1Oc2c(NS(=O)(=O)c3ccccc3)cccc2C(=O)N([C@@H](C)CO)C[C@@H]1C	-4.1
COc1ccc(NC(=O)Nc2ccc3c(c2)CC(=O)N([C@@H](C)CO)C[C@H](C)[C@H](CN(C)Cc2ccc(C(F)(F)F)cc2)O3)cc1	5.4
COc1ccc(Cl)cc1NC(=O)C(=O)NCc1cccnc1	-8.1
CC(C)n1cc(-c2nc(C(C)(C)C)cs2)c(=O)n(Cc2ccccc2)c1=O	13.5
Cc1noc(C)c1NC(=O)N(C)C[C@H]1Oc2ccc(NS(=O)(=O)c3ccc(Cl)cc3)cc2C(=O)N([C@H](C)CO)C[C@H]1C	-4.7
COc1ccccc1S(=O)(=O)N(C)C[C@@H]1OCc2cnnn2CCCC(=O)N([C@@H](C)CO)C[C@H]1C	3.0
O=S(=O)(/N=c1\cc(-c2ccccc2)ss1)c1ccccc1	6.4
COc1ccc(CSc2nnc(SCc3ccc(C(=O)O)cc3)s2)cc1	27.4
CCCNS(=O)(=O)c1nc2nc(C)cc(C)n2n1	-14.9

Given as comma-separated lines: entries from further up
smiles,U2OS ROS induce
O=C(CC(CC(=O)c1ccccc1)c1cccc2ccccc12)c1ccccc1,16.5
C[C@@H]1CN([C@@H](C)CO)C(=O)c2cccc(NS(=O)(=O)c3cn(C)cn3)c2O[C@@H]1CN(C)S(C)(=O)=O,-2.2

Remaining list, next part.
SMILES	U2OS ROS induce
C[C@H]1CN([C@@H](C)CO)C(=O)c2cc(NC(=O)Nc3ccccc3)ccc2O[C@@H]1CN(C)C(=O)NC1CCCCC1	-5.9
NC(N)=NN=Cc1c(Cl)cccc1Cl	-10.1
CC(C)NC(=O)N(C)C[C@H]1Oc2ccc(NS(=O)(=O)c3ccc(Cl)cc3)cc2CC(=O)N([C@@H](C)CO)C[C@H]1C	23.4
O=C(N/N=C/c1ccc([N+](=O)[O-])s1)c1ccccn1	52.5
CCCOc1ccc(C2C(C(=O)Nc3ccccc3OC)=C(C)Nc3ncnn32)cc1OC (configuration not stated)	-10.5
O=C(Nc1ccccc1C(=O)NCc1ccco1)c1ccccc1Cl	-9.8
Cc1ccc(S(=O)(=O)Nc2cccc3c2O[C@@H](CN(C)C(=O)NC2CCCCC2)[C@@H](C)CN([C@H](C)CO)C3=O)cc1	-9.1
NNC(=O)Cc1csc(-c2cccc(-n3cccc3)c2)n1	-8.4
S=C(NCCc1ccc(Cl)cc1)Nc1ccccc1	-13.7
Cc1ccccc1OCC(=O)Nc1cccc(NC(=O)C(C)C)c1	5.7
CCc1nc(C)ccc1OCC(=O)N(CC)CC	10.0
C[C@H](CO)N1C[C@H](C)[C@H](CN(C)S(C)(=O)=O)Oc2ccc(NC(=O)CCN3CCOCC3)cc2C1=O	2.1
CCOc1ccc2ccccc2c1C(=O)NCc1cccnc1	9.7
C[C@H](CO)N1C[C@H](C)[C@H](CN(C)C(=O)Nc2ccc3c(c2)OCO3)Oc2ncc(C#Cc3ccc(C(F)(F)F)cc3)cc2C1=O	39.1
Cc1noc(C)c1NC(=O)Nc1ccc2c(c1)C(=O)N([C@@H](C)CO)C[C@@H](C)[C@@H](CN(C)C(=O)Nc1ccccc1)O2	-4.6
C[C@@H]1CN([C@@H](C)CO)C(=O)c2cc(NC(=O)Nc3ccc(F)cc3)ccc2O[C@H]1CN(C)C(=O)Nc1ccc(F)cc1	18.0
Cc1cc(C)c(OCC(=O)Nc2ccc(C)cc2[N+](=O)[O-])c(Cl)c1	-15.4
CS(=O)(=O)N(CC(=O)Nc1ccc(Cl)cc1)c1cccc([N+](=O)[O-])c1	-5.8
N#CC(=S)Nc1ccc(F)cc1	-8.2
COc1ccc(Cn2c(-c3ccc(OC)c(O)c3)nc3ccccc32)cc1O	-8.4
C[C@H]1CN([C@@H](C)CO)C(=O)c2cccc(NC(=O)Nc3ccc4c(c3)OCO4)c2O[C@@H]1CN(C)C	-12.5
COCCOC(=O)N1C(=O)[C@@]2(c3cc(C#CC4(O)CCCCCC4)ccc31)[C@H](c1ccc(O)cc1)N1[C@H](c3ccccc3)[C@H](c3ccccc3)OC(=O)[C@H]1[C@@H]2C(N)=O	?
NC(=O)C1(N2CCCCC2)CCN(C(=O)CSc2nc3ccccc3s2)CC1	-5.0
COc1c2occc2c(OC)c2c(=O)cc(C)oc12	3.6
COc1ccc(NC(=O)Nc2cccc3c2O[C@H](CN(C)S(=O)(=O)c2ccccc2)[C@@H](C)CN([C@H](C)CO)C3=O)cc1	-1.8
CO[C@H]1C[C@@H]2CC[C@@H](C)[C@@](O)(O2)C(=O)C(=O)N2CCCC[C@H]2C(=O)O[C@H](C(C)CC2CC[C@@H](O)[C@H](OC)C2)CC(=O)[C@H](C)/C=C(\C)[C@@H](O)[C@@H](OC)C(=O)[C@H](C)C[C@H](C)/C=C/C=C/C=C\1C (some centres not stated)	?
COc1ccc(O)c(/C=N/NC(=O)CCCCCCC(=O)Nc2ccccc2O)c1	-13.6
C[C@@H]1CN([C@@H](C)CO)C(=O)Cc2cc(N(C)C)ccc2O[C@@H]1CN(C)Cc1ccc(C(=O)O)cc1	-1.3
CC(=O)Nc1ccc(S(=O)(=O)NCc2ccc3[nH]c4c(c3c2)CCCC4)cc1	13.3
C[C@@H]1CN([C@H](C)CO)C(=O)Cc2cc(NC(=O)Cc3cn(C)c4ccccc34)ccc2O[C@@H]1CN(C)S(=O)(=O)c1cn(C)cn1	9.6
C[C@H]1CN([C@@H](C)CO)C(=O)c2cccc(NS(=O)(=O)c3cn(C)cn3)c2O[C@@H]1CN(C)Cc1ccc(Cl)c(Cl)c1	6.6
CCOC(=O)c1c(NC(=O)C(C)n2nc([N+](=O)[O-])c(Br)c2C)sc(C)c1C (configuration not stated)	20.1
C[C@H](CO)N1C[C@H](C)[C@@H](CN(C)C(=O)c2ccccc2)OCc2cn(nn2)CCCC1=O	-13.5
Cc1ccc(S(=O)(=O)N(C)C[C@@H]2Oc3c(NC(=O)Nc4ccc5c(c4)OCO5)cccc3C(=O)N([C@@H](C)CO)C[C@H]2C)cc1	-1.5
CNC[C@@H]1Oc2ccc(NC(=O)c3ccncc3)cc2CC(=O)N([C@@H](C)CO)C[C@@H]1C	-0.9
C[C@@H]1CN([C@H](C)CO)C(=O)c2cc(NS(=O)(=O)c3ccc(F)cc3)ccc2O[C@H]1CN(C)S(=O)(=O)c1cn(C)cn1	-13.7
C[C@@H]1CN([C@H](C)CO)C(=O)Cc2cc(NS(C)(=O)=O)ccc2O[C@@H]1CN(C)Cc1ccccc1	-9.0
C[C@H](CO)N1C[C@H](C)[C@H](CN(C)Cc2ccc(C(=O)O)cc2)Oc2c(NC(=O)c3ccncc3)cccc2C1=O	-7.2
C=C(C)[C@H]1C[C@]2(C)[C@@H](C)C[C@H](O)C[C@H]2[C@H](OC(=O)C=C(C)C)[C@@H]1O	-5.6
COc1ccc(NC(=O)N(C)C[C@H]2Oc3c(NC(=O)Nc4ccc5c(c4)OCO5)cccc3C(=O)N([C@H](C)CO)C[C@@H]2C)cc1	-8.8
Cc1ccc(S(=O)(=O)Nc2cccc3c2O[C@@H](CN(C)S(=O)(=O)c2cn(C)cn2)[C@@H](C)CN([C@H](C)CO)C3=O)cc1	1.1
C[C@@H]1CN([C@@H](C)CO)C(=O)c2cccc(NC(=O)c3nc4ccccc4s3)c2O[C@H]1CN(C)C(=O)Nc1ccccc1	0.7
C[C@H](CO)N1C[C@H](C)[C@@H](CN(C)C(=O)Nc2ccc(C(F)(F)F)cc2)Oc2c(NS(=O)(=O)c3ccccc3)cccc2C1=O	2.5
COc1ccc(S(=O)(=O)Nc2ccc3c(c2)CC(=O)N([C@H](C)CO)C[C@@H](C)[C@H](CN(C)C(=O)Nc2ccc(F)cc2)O3)cc1	8.1

Rewritten with each value named: entries from further up.
C[C@@H]1CN([C@H](C)CO)C(=O)Cc2cc(NS(C)(=O)=O)ccc2O[C@@H]1CN(C)Cc1ccccc1
  U2OS ROS induce: -9.0
C[C@@H]1CN([C@@H](C)CO)C(=O)c2cccc(NC(=O)c3nc4ccccc4s3)c2O[C@H]1CN(C)C(=O)Nc1ccccc1
  U2OS ROS induce: 0.7
